Screening results from PubChem.
PKA-R1A activ: activators of PKA-R1A holoenzyme, primary screen, biochemical, fluorescence polarization, Cy5-IP20, bovine R1A, mouse PKAc; activation, % at 11.4 µM; cAMP-dependent protein kinase type I-alpha regulatory subunit (Bos taurus) + …; 340,000 tested, 0.083% active; PKA-R1A dissociation; scaled: DMSO 0%, 113 µM cGMP 100%;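 active = percent activation above the mean of all tested compounds plus 3 SD, cut at about 19% in these data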;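 also: higher means more PKAc released from R1A so a rise in polarization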
OPRM1-OPRD1 ag: agonists of OPRM1-OPRD1 heterodimerization, primary screen, cell-based, luminescence; Mu-type opioid receptor (Homo sapiens) + Delta-type opioid receptor (Homo sapiens), …; cells; activation, % at 9.3 µM; 340,000 tested, 0.3% active; AID 504326, 2011; in the data active = activation above about 18%;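 also: 0% = vehicle-treated cells and 100% = reference agonist; values of inactives mirror those of a sister screen read the other way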
AddAB inh: growth inhibition of E. coli expressing H. pylori AddAB, primary screen, AddAB inhibitor project, absorbance | inhibition, % at 11.9 µM | 330,000 tested, 0.29% active | AID 435030, 2010; in the data active = inhibition above about 12%;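 also: 0% = vehicle wells of infected cells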
Ecoli viability: E. coli V3065 growth inhibition, primary screen, counter-screen for AddAB inhibitor project, absorbance, OD600. 18 h. inhibition, % at 11.9 µM. 330,000 tested, 0.27% active;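 active = inhibition above the campaign's mean inhibition across all tested compounds plus 3 SD, cut at about 9.9% in these data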;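 also: uninfected addAB+ strain grown without phage in ampicillin broth; 0% = DMSO wells and 100% = ciprofloxacin 0.95 µg/ml wells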
HTR5A inv ag: HTR5A inverse agonists in luminescence cell assay, primary screen, counter-screen for OPRM1-OPRD1 heterodimer inverse agonist project, full-deck HTS; 5-hydroxytryptamine receptor 5A (Homo sapiens), P47898; HTR5A cell line, inverse agonism; 340,000 tested, 0.083% active; inhibition, % at 9.3 µM; AID 504634, 2011; in the data active = inhibition mostly above about 23%, no sharp cut-off; inactive = mostly below about 18%;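 also: 0% = cells with DMSO and 100% = no-cell wells with DMSO; some compounds called inactive have numbers as strong as hits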
OPRM1-OPRD1 inv: inverse agonists of MOR-DOR heterodimerization, primary screen, cell-based, luminescence; Mu-type opioid receptor (Homo sapiens) + Delta-type opioid receptor (Homo sapiens), …; inhibition, % at 9.3 µM; AID 504357, 2011; cell-based MOR-DOR heterodimer luminescence, inverse agonism; 340,000 tested, 0.21% active; in the data active = inhibition above about 22%, passing the limit was not always enough;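 also: 0% = cells with DMSO and 100% = wells without cells with DMSO; values of inactives mirror those of a sister screen read the other way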
PfHsp90 yeast 2: growth inhibition of PfHsp90-expressing yeast, primary screen, antimalarial PfHsp90 inhibitor project, S. cerevisiae, BacTiter-Glo luminescence, single point, set 2; BacTiter-Glo ATP, 48 h; yeast lacking PDR1 and PDR3 efflux regulators; inhibition, % at 9.4 µM; 310,000 tested, 0.32% active;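 active = every replicate shows inhibition above about 80%, whatever the replicate mean, limit read from the data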;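 also: 0% = DMSO neutral controls and 100% = 20 µM radicicol positive controls; yeast relying on Plasmodium falciparum Hsp90 in place of its own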
Mot1-301 SUMO: yeast Mot1-301 growth rescue at high temperature, primary screen, SUMOylation pathway inhibitor project, S. cerevisiae, ATP luminescence, 38.5C. S. cerevisiae Mot1-301 growth rescue; percent above DMSO median, 100 means doubled. growth rescue, % at 18.8 µM. 320,000 tested, 1% active. AID 2716, 2010;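 active = every valid replicate shows activation above 250% relative to neutral control wells; inactive = the rest, any valid replicate at or below 250%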;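 also: OY570 slx delta 5 strain wells were the positive control but not used for scaling; some compounds called inactive have numbers as strong as hits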
HTR5A ag: HTR5A agonists in luminescence cell assay, primary screen, counter-screen for OPRM1-OPRD1 heterodimer agonist project, full-deck HTS; 5-hydroxytryptamine receptor 5A (Homo sapiens), P47898; cell-based; activation, % at 9.3 µM; 340,000 tested, 0.61% active; in the data active = activation mostly above about 9.5%, no sharp cut-off; inactive = mostly below about 7.6%;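 also: 0% = cells with vehicle only and 100% = reference agonist; strong numbers were not always called active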
phage Ecoli inh: growth loss of phage-infected E. coli, primary screen, RecBCD inhibitor project, absorbance, with phage, HTS | inhibition, % at 11.9 µM | 360,000 tested, 0.26% active; in the data active = inhibition above about 11%
DSG3 Ab inh: inhibitors of pemphigus antibody binding to DSG3, primary screen, biochemical, bead-based, flow cytometry, scFv-GFP; 310,000 tested, 0.48% active; AID 588358, 2011; DSG3-coupled beads, scFv-anti-DSG3-GFP binding; active compounds read low; Desmoglein-3 (Homo sapiens), P32926; binding (percent of control), % at 10 µM;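 active = binding more than 3 SD below its plate's average and above zero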;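 also: hits lower antibody fragment binding to DSG3; some compounds called inactive have numbers as strong as hits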
Target sequence (P32926 whole entry, looked up, the tested form may be a part): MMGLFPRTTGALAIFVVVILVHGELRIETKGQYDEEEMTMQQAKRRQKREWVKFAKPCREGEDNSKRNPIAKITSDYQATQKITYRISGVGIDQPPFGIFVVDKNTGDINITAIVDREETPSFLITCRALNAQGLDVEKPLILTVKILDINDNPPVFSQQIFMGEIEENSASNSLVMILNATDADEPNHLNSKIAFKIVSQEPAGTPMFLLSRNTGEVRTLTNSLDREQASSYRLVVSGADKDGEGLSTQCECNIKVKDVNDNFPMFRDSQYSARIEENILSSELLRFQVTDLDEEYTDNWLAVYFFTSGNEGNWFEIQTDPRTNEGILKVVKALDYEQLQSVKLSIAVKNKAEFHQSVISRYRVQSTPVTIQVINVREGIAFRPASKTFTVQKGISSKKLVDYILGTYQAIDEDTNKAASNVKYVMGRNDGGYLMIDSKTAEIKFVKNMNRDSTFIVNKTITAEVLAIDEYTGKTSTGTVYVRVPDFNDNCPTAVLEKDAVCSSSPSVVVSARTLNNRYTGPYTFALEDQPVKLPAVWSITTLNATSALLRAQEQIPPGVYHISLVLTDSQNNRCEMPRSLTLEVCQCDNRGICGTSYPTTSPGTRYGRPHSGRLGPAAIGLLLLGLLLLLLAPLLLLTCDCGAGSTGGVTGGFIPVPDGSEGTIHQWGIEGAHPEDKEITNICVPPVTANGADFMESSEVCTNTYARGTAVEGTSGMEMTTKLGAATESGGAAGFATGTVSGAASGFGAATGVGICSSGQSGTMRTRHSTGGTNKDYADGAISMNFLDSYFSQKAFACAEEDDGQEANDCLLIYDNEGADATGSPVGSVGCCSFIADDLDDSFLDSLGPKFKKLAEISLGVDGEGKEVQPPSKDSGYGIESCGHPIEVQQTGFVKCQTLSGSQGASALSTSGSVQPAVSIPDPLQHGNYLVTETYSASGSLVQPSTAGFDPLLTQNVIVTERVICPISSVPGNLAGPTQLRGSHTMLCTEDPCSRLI
* = called active by the depositor; nt = not tested or not shown. Rows were taken by chance. About 3.2% of those tested had a hit in this group.

SMILES | PKA-R1A activ | OPRM1-OPRD1 ag | AddAB inh | Ecoli viability | HTR5A inv ag | OPRM1-OPRD1 inv | PfHsp90 yeast 2 | Mot1-301 SUMO | HTR5A ag | phage Ecoli inh | DSG3 Ab inh
COc1ccc(CNC(=O)COc2ccc(S(=O)(=O)N3CCOCC3)cc2C)cc1 | 0 | -1.6 | 2.2 | 0.7 | -17 | 10 | 19 | 9 | 6 | 2.4 | nt
COc1ccc(NC(=O)CC2C(=O)N(c3ccccc3)C(=O)N2CCc2cccs2)cc1 (centres undefined) | -6 | -1.7 | 0.8 | -1.0 | -34 | 9 | -3 | 16 | 1 | 2.0 | 114
O=C(CSc1nnc(NC2CCCCC2)s1)NC1CCS(=O)(=O)C1 (centres undefined) | -17 | -2.0 | 0.8 | -0.1 | -10 | 10 | 6 | 4 | 1 | 0.8 | 107
CN(C)CCOC(=O)C12CC3CC(CC(C3)C1)C2 | 0 | -3.4 | 2.4 | 1.1 | 22 | 17 | nt | -22 | -10 | 1.8 | 110
Cc1cc(=O)cc(C)n1-c1ccccc1N | -4 | 1.4 | 0.2 | 1.6 | 16 | -7 | 3 | -17 | -4 | -0.8 | 102
O=C1C(Cl)=C(Nc2ccccc2O)C(=O)N1CCc1ccccc1 | -24 | 1.7 | 2.9 | -1.7 | 3 | -10 | -8 | -14 | -1 | -0.3 | 118
O=C1/C(=C\c2cccs2)N=C(c2cccs2)N1Nc1ccccc1 | 10 | 1.0 | -0.6 | 0.9 | 3 | -6 | -11 | 10 | 7 | 3.0 | 82
CC1Cc2nc(SCC(=O)Nc3nccs3)n(Cc3ccccc3)c(=O)c2S1 (centres undefined) | -5 | 1.0 | 1.8 | 0.3 | 19 | -6 | 6 | -8 | -6 | 0.6 | 94
COC1(OC)C(/C=C/c2ccc(C)cc2)C(C#N)(C#N)C1(OC)OC (centres undefined) | 2 | 1.3 | 1.1 | 0.2 | -49 | -7 | nt | -8 | 5 | -0.5 | 100
Cc1cccc(Oc2ccc(NS(=O)(=O)c3ccc(C)c(C(=O)O)c3)cc2)c1 | 1 | -2.5 | 0.6 | 0.0 | -8 | 10 | 2 | 0 | 3 | 1.6 | nt
CC(=O)N1Cc2ccccc2C(C)CC12CCCC2 (centres undefined) | -4 | -1.6 | 1.8 | -0.2 | -14 | 8 | -1 | 1 | 6 | 1.3 | 95
CCCn1c(N)c(N(CCOC)C(=O)c2cc3c(s2)CCC(CC)C3)c(=O)[nH]c1=O (centres undefined) | 0 | -0.9 | 0.4 | 0.2 | 15 | 4 | 15 | 6 | -6 | 1.6 | 110
Cc1onc(-c2c(F)cccc2Cl)c1C(=O)OCC(=O)Nc1cccc(S(=O)(=O)N(C)C)c1 | -3 | -0.4 | nt | nt | -20 | 2 | -10 | nt | 7 | 0.1 | 109
CCCCN(C)c1c(N2CCC(C(=O)OCC)CC2)c(=O)c1=O | 0 | -1.3 | 2.7 | 1.2 | 10 | 7 | 5 | 46 | 2 | 0.8 | 85
CCCCC[C@H]1CN(Cc2ccccc2)C(=O)[C@@H]1CC(=O)NCc1ccccc1 | -1 | 10.0 | -2.3 | 0.0 | -1 | -56 | -2 | 7 | 2 | 1.4 | 97
CC(C)C(=O)Nc1nnc(SCC(=O)NCc2ccc3c(c2)OCO3)s1 | -13 | -2.3 | 1.2 | 0.4 | 9 | 11 | 0 | 83 | -3 | 1.3 | 95
CC(=O)c1ccc(NC(=O)c2ccc(C)c(S(=O)(=O)N3CCOCC3)c2)cc1 | -3 | 1.4 | 0.5 | -5.7 | -5 | -9 | -22 | -5 | -5 | 0.3 | 67*
Cc1nc(Nc2ccccc2)sc1-c1ccccc1 | -7 | 5.8 | 0.2 | 1.0 | -14 | -26 | 3 | 33 | 8 | 0.8 | 101
COc1cc(/C=N/NC(=S)NCc2ccccc2)ccc1OCC#N | 12 | -2.0 | 2.2 | -0.3 | -18 | 10 | -25 | -8 | 0 | 2.6 | nt
CCn1c(SCC(=O)Nc2nccc(C)n2)nc2ccccc21 | -8 | -1.3 | 4.8 | 0.7 | 1 | 7 | -27 | -24 | 0 | 0.6 | 102
CC(=O)NC(Cc1ccccc1)C(=O)OCC(=O)c1ccc(Cl)cc1 (centres undefined) | -4 | -3.3 | 4.7 | 0.5 | 15 | 17 | -6 | -17 | 4 | -0.1 | nt
COc1ccc(N(CC(=O)NCc2ccco2)C(=O)CCC(=O)Nc2ccccn2)cc1 | 2 | -1.7 | nt | nt | 7 | 11 | -12 | nt | 0 | 1.9 | 99
O=C(COC(=O)C12CC3CC(CC(Br)(C3)C1)C2)Nc1cccnc1Cl | -5 | 8.6 | -0.8 | 0.1 | -28 | -45 | 2 | 15 | 2 | 0.5 | 105
Cc1ccccc1Nc1nnc(SCC(=O)NCc2cccs2)s1 | 15 | -0.7 | 1.7 | 0.6 | 9 | 4 | -14 | -16 | -2 | -0.6 | 101
Cc1cc(NC(=O)C(C)Oc2ccc(Cl)cc2Cl)no1 (centres undefined) | -8 | 0.9 | 0.8 | -0.4 | 9 | -6 | 22 | 7 | -4 | 0.1 | nt
CC(=O)C1(O)CCC2C3CCC4CC(O)CCC4(C)C3C(=O)CC21C (centres undefined) | -1 | -0.8 | nt | nt | 8 | 4 | -1 | nt | -2 | 2.9 | 111
COc1ccccc1N(C)S(=O)(=O)c1ccc(C(=O)Nc2nc(C)c(C(C)=O)s2)cc1 | -7 | -3.5 | 3.3 | 0.5 | -10 | 14 | 22 | nt | 4 | 2.1 | 107
O=C(NCC1CCCO1)c1ccccn1 (centres undefined) | 8 | -3.0 | 1.0 | 1.9 | -13 | 16 | -16 | -22 | 4 | 1.7 | 107
COc1ccc(OCc2cc(C(=O)N(Cc3nccn3C)C(C)C)no2)c2ccccc12 | -1 | 0.3 | 0.4 | -0.1 | -13 | -2 | 12 | 7 | 3 | 0.4 | 100
Cc1cccc(NS(=O)(=O)c2ccc(C)c(C(=O)NNC(=O)c3csc(N4CCOCC4)n3)c2)c1 | -1 | -2.0 | nt | nt | -13 | 8 | nt | nt | 4 | 0.8 | 101
Cc1cc(=O)n2c(C)n[nH]c2n1 | -15 | -1.6 | 3.9 | 0.8 | -12 | 7 | -1 | -3 | -2 | 3.0 | 106
COc1ccc(OC)c(S(=O)(=O)NCC(=O)O)c1 | 0 | -1.4 | 0.4 | 4.1 | -5 | 7 | 18 | -3 | 4 | 2.4 | 87
COC(=O)COc1ccc(S(=O)(=O)NCc2ccc3c(c2)OCO3)cc1 | 2 | -1.3 | 1.2 | 1.9 | -5 | 6 | -21 | -3 | 1 | 4.5 | 118
O=C1COc2ccc(C(=O)COC(=O)CNC(=O)c3ccccc3)cc2N1 | -6 | -1.5 | 2.5 | 4.4 | -2 | 11 | 9 | -7 | 6 | 3.4 | 100
CN(C)S(=O)(=O)c1cccc(NC(=O)CCc2nc3cc(S(=O)(=O)N4CCOCC4)ccc3n2C)c1 | -2 | 4.7 | 0.1 | 2.0 | -21 | -30 | 8 | -2 | 7 | 2.7 | 107
COc1ccc(C(=O)CSc2nnn(-c3cccc(NC(C)=O)c3)n2)cc1 | nt | nt | -3.1 | -0.4 | nt | nt | 4 | -7 | nt | 0.6 | 96
COc1cc(NC(=O)Cc2ccccc2)ccc1NC(=O)Cc1ccccc1 | -11 | -1.0 | 2.9 | -0.2 | 9 | 5 | -7 | 0 | -3 | -0.2 | 120
O=C(C1CCCO1)N1CCN(C(=S)Nc2cccc(Cl)c2)CC1 (centres undefined) | 7 | -0.6 | 4.2 | 2.8 | 1 | 3 | 0 | 156 | 0 | 3.6 | 103
COc1cc(/C=N/NC(=O)c2cc(C34CC5CC(CC(C5)C3)C4)[nH]n2)ccc1O | -6 | 0.5 | 2.2 | -2.4 | 9 | -3 | nt | 8 | -4 | -1.1 | 111
O=C(CN1C2CCCC1CC(NC(=O)C1CCCCC1)C2)Nc1ccccc1 (centres undefined) | 2 | 1.0 | 1.5 | -2.7 | -2 | -7 | 52 | 10 | 1 | 3.4 | nt
COC(=O)c1c(NC(=O)Cc2cccs2)sc(C(=O)N2CCCCC2)c1C | -4 | -1.7 | 1.9 | -3.0 | -10 | 9 | 49 | -5 | -1 | 1.1 | 97
Cc1nnc2n1NC(c1ccc(Cl)cc1)C(C(=O)N(C)C1CCCCC1)S2 (centres undefined) | -7 | -1.0 | 0.5 | -0.4 | 4 | 6 | -10 | nt | -2 | 1.9 | 98
Cc1sc(NC(=O)C2CCCCC2C(=O)O)c(C(N)=O)c1C (centres undefined) | 1 | -2.1 | -0.2 | 1.4 | 4 | 11 | -8 | -3 | 5 | 2.4 | 97
